14-3-3g Raf: modulators of 14-3-3 gamma protein binding, primary screen, biochemical, fluorescence polarization. 14-3-3 protein gamma (Homo sapiens), P61981. FP, 14-3-3gamma / TMR-pS259-Raf peptide binding. inhibition, % at 40 µM. 160,000 tested, 0.19% active. AID 422, 2006; in the data active means inhibition above about 30%;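 further: 0% = protein plus tracer without compound and 100% = blank with tracer alone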
Target sequence (P61981 whole entry, looked up): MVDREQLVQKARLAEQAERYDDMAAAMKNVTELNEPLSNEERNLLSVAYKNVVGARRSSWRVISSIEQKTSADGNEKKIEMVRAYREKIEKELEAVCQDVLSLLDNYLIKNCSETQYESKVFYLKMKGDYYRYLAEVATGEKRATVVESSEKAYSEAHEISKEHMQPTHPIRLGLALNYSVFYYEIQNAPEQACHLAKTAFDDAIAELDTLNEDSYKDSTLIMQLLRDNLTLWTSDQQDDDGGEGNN
The depositor's hits bear a star; & = joins results of further samples. Some of the compounds tested; rates above refer to the full screens.

nr	mol	14-3-3g Raf
1	CC(=O)c1ccc(N2CCN(C(=O)C3CCN(S(=O)(=O)c4c(C)noc4C)CC3)CC2)cc1	0
2	O=C(O)C1CSC(c2ccc([N+](=O)[O-])s2)N1 (stereo unspecified)	-230
3	COc1ccc(-c2nc(CS(=O)CC(=O)NCc3ccc(Cl)cc3)c(C)o2)cc1 (stereo unspecified)	-2
4	Cc1cccc2nc(-c3ccccn3)c(Nc3ccc4c(c3)OCCO4)n12	-5
5	Cc1cc(C)c(S(=O)(=O)NCC2CCC(C(=O)N(C)Cc3ccccc3)CC2)c(C)c1 (stereo unspecified)	2
6	CCc1nnc(SCC(=O)Nc2cc(OC)ccc2OC)nc1CC	0
7	Cc1ccc(CNC(=O)Cn2c(=O)n(-c3ccccc3)c(=O)c3sccc32)cc1	4
8	CCC(c1nnnn1CCOC)N1CCN(Cc2ccccc2OC)CC1 (stereo unspecified)	-4
9	Cn1c(SCC(=O)N2CCc3ccccc32)nnc1C1CC1	-6
10	Cc1nnc(NC(=O)CCCN2C(=O)c3cccc([N+](=O)[O-])c3C2=O)s1	-15
11	CC1CCc2nc(NCCO)nc(C(F)(F)F)c2C1 (stereo unspecified)	3&-5
12	Cc1ccc(NC2=CC(=O)NC2)cc1	-8
13	C(=NCc1ccccc1)c1ccc2c(c1)OCO2	-2
14	CCN(CC)S(=O)(=O)c1ccc(C(=O)Nc2c3c(nn2-c2ccc(Cl)cc2)CSC3)cc1	-9
15	Cc1ccc(C(=O)N2CCN(c3ccc(Cl)cc3)CC2)cc1	-7
16	CCOC(=O)N1CCN(C(=O)c2cccc(NC3=NC4CS(=O)(=O)CC4S3)c2)CC1 (stereo unspecified)	-9
17	CCN(CC)C(C(=O)Nc1ccc2c(c1)OCCO2)c1ccccc1 (stereo unspecified)	-1
18	CC(C)(C)C(=O)Nc1cccc2c1C(=O)c1ccccc1C2=O	-72
19	CCOC(=O)C1=C(C)N=C2c3ccccc3C(=O)C2C1c1ccc(C)cc1 (stereo unspecified)	-59
20	CCOC(=O)C1CCN(C(=O)CN(c2cccc(C(F)(F)F)c2)S(C)(=O)=O)CC1	-7
21	CCCCSc1nnc2c(n1)OC(c1cccn1C)N(C(C)=O)c1ccccc1-2 (stereo unspecified)	0
22	Nn1c(SCC(=O)Nc2ccccc2F)nnc1-c1cccnc1	-24
23	CCOc1ccc(Nc2cc(C(=O)NCc3ccc(C)cc3)c3ccccc3n2)cc1	-29
24	CCN(CC)C(=O)c1sc2c(c1C)c(=O)n(-c1ccc(C)c(C)c1)c(=O)n2Cc1cc(=O)n2ccccc2n1	-1
25	COc1cc(SCc2ccccc2)cc([N+](=O)[O-])c1C(=O)Nc1ccccc1	10

Individual results from the list.
Under 14-3-3g Raf, CCc1nnc(SCC(=O)Nc2cc(OC)ccc2OC)nc1CC is entered as 0
Under 14-3-3g Raf, CCOc1ccc(Nc2cc(C(=O)NCc3ccc(C)cc3)c3ccccc3n2)cc1 is entered as -29
Under 14-3-3g Raf, Cc1cc(C)c(S(=O)(=O)NCC2CCC(C(=O)N(C)Cc3ccccc3)CC2)c(C)c1 (stereo unspecified) is entered as 2
Under 14-3-3g Raf, CC(C)(C)C(=O)Nc1cccc2c1C(=O)c1ccccc1C2=O is entered as -72
Under 14-3-3g Raf, CCCCSc1nnc2c(n1)OC(c1cccn1C)N(C(C)=O)c1ccccc1-2 (stereo unspecified) is entered as 0

Additional structures.
nr	mol	14-3-3g Raf
26	O=C1C2C3CCC(C3)C2C(=O)N1c1cc(Cl)ccc1O (stereo unspecified)	-20
27	O=C(COC(=O)C1CC1)Nc1ccc(Oc2ccccc2)cc1	-1
28	Oc1ccccc1N=CC=Nc1ccccc1O	-7
29	O=C(NCC1(c2ccccc2)CCOCC1)C1COc2ccccc2O1 (stereo unspecified)	-16
30	CC(C)(C)C(=O)C1C(c2ccc(Cl)cc2)C(C#N)(C#N)C2C=Cc3ccccc3N12 (stereo unspecified)	-132
31	CCCCCOc1ccc(NS(=O)(=O)c2ccc3c(c2)C(=O)c2ccccc2C3=O)cc1	-7
32	O=C(CNc1ccccc1)Nc1ccc(F)cc1	2
33	Cc1ccc(CNC(=O)COc2ccc3c(c2)C(=O)CC2(CCCCC2)O3)cc1	-1
34	Cc1occc1C(=O)NCc1ccccn1	2
35	COc1ccc(N2CCN(C(=O)c3cc4c(=O)oc5ccccc5c4s3)CC2)cc1	5
36	COc1cc(NC(=O)COc2cccc(OC)c2)cc(OC)c1	-1
37	O=C(Oc1ccc(NC2=NS(=O)(=O)c3ccccc32)cc1)c1ccc(S(=O)(=O)N2CCCCC2)cc1	-9
38	Cc1ccc(NC(=O)C2C3C=CC4(O3)C2C(=O)N(C2CC2)C4C(=O)NC2CCCCC2)cc1C (stereo unspecified)	-9
39	O=C(NCCNc1ccc(Cl)cc1[N+](=O)[O-])c1ccc2ccccc2n1	-1
40	COc1ccc(C(=O)Nc2cc3cccc([N+](=O)[O-])c3oc2=O)cc1OC	-17
41	O=C(NCCn1cc(SCc2ccc(F)cc2)c2ccccc21)c1cccs1	-1
42	CCOC(=O)CNC(=O)c1cc(C)oc1C	-3
43	CC(=O)c1cccc(N2C(=O)C3C(c4ccccc4)C=CC(c4ccccc4)C3C2=O)c1 (stereo unspecified)	-13
44	CCC(C)Nc1nc(C)nc2sc(C)cc12 (stereo unspecified)	-2
45	CCCOc1ccccc1C1CC(=O)Nc2cc3c(cc21)OCO3 (stereo unspecified)	-1
46	COCCNC(=O)C1CC(c2cccc(OC)c2)=NO1 (stereo unspecified)	-3
47	CCC(=O)Oc1ccc2cc(-c3nc4ccccc4n3C)c(=O)oc2c1	-6
48	COc1ccc2cc(C#N)c(N3CCN(Cc4nnnn4CCC(C)C)CC3)nc2c1	-12
49	CCOc1cc(CN2CCN(c3cccc(C(F)(F)F)c3)CC2)ccc1O	-1
50	COc1cc(OC)c(C2=NOC(C(=O)NCc3ccc4c(c3)OCO4)C2)cc1Cl (stereo unspecified)	-6

Following part:
nr	mol	14-3-3g Raf
51	CC1CCc2c(sc3ncn(Cc4ccc(Cl)cc4)c(=O)c23)C1 (stereo unspecified)	2
52	CCc1ccc2[nH]c3sc(C)nc3c2c1	2
53	CC(C)OC(=O)CSc1nc2ccccc2s1	2
54	O=C(NCc1ccccc1)N1CCN(c2ccc(Cl)c(Cl)c2)CC1	-5
55	O=C(Nc1cc(C(=O)N2CCOCC2)cc(C(=O)N2CCOCC2)c1)c1cc(F)c(F)cc1Cl	-5
56	COc1ccc(NC(=O)CCCn2c(=O)c3sccc3n(Cc3ccc(C)cc3C)c2=O)cc1	-8
57	CCOC(=O)c1c(NC(=O)CSc2nnc(CNc3ccc(OC)cc3)n2C)sc(C)c1C	-4
58	COc1cc2ccccc2cc1C(=O)Nc1ccccc1-c1nc2ccccc2s1	-10
59	COC(=O)c1cc2c(=O)n3ccccc3nc2n(CCCN2CCOCC2)c1=N	-18
60	O=c1c2ccccc2nc(-c2ccccc2Cl)n1Cc1ccccc1F	0
61	Cc1cc(C)c2oc(-c3ccc(NC(=O)c4ccc(Br)cc4)cc3)nc2c1	-39
62	COc1ccc(CCNc2nc(C)nc3sc(C)cc23)cc1OC	-1
63	CCOC(=O)CSC1=Nc2ccccc2C2=NC(CC(=O)N3CCN(c4ccccc4)CC3)C(=O)N12 (stereo unspecified)	-46
64	Cn1cccc1Cc1nnc(SCC(=O)Nc2ccccc2F)n1-c1ccc(F)cc1	-2
65	O=C(Nc1ccccc1OC(F)F)c1ccc(F)cc1	1
66	CC(C)NC(=O)c1cc2cc3ccc(Cl)cc3nc2o1	-7
67	COCCn1c(SCC(=O)Nc2nnc(C)s2)nnc1-c1ccncc1	-12
68	O=C(Nc1ccc(N2CCCCC2)cc1)c1ccc(-c2ccc(Cl)cc2)o1	-13
69	COC(=O)c1cn(C(=O)COc2ccc(Cl)c(C)c2)c2ccccc12	3
70	CC(C)c1ccc(NC(=O)C(c2cc3c(cc2[N+](=O)[O-])OCO3)N2CCN(C(=O)c3ccco3)CC2)cc1 (stereo unspecified)	2
71	CN1CCc2c(sc3c2c(=O)n(-c2cccc(Cl)c2)c2nncn32)C1	-14
72	CC1Cc2ccccc2N1C(=O)COC(=O)Cn1nnc(-c2ccccc2)n1 (stereo unspecified)	2
73	Nc1ncnc2c1ncn2CCOc1ccccc1	3
74	COC(=O)c1c(NC(=O)COc2ccc(Cl)c(C)c2)sc2c1CCC2	-28
75	CCCCNC(=O)n1c(=O)oc2cc(Cl)ccc21	-3

Shown with each value named: entries from further up.
68) O=C(Nc1ccc(N2CCCCC2)cc1)c1ccc(-c2ccc(Cl)cc2)o1
  14-3-3g Raf = -13
63) CCOC(=O)CSC1=Nc2ccccc2C2=NC(CC(=O)N3CCN(c4ccccc4)CC3)C(=O)N12 (stereo unspecified)
  14-3-3g Raf = -46
74) COC(=O)c1c(NC(=O)COc2ccc(Cl)c(C)c2)sc2c1CCC2
  14-3-3g Raf = -28

Next section:
nr	mol	14-3-3g Raf
76	COc1ccc(C2C(C(=O)N3CCN(c4ccccn4)CC3)c3ccccc3C(=O)N2c2ccc(OC)cc2)cc1 (stereo unspecified)	-7
77	COCCNC(=O)c1ccc2c(c1)nc(C)n2-c1ccccc1OC	-129
78	O=C(CSc1nnnn1-c1ccc2c(c1)CCC2)NCc1cccs1	-11
79	O=C(CSc1nc(-c2ccco2)cc(C(F)(F)F)n1)NCC1CCCO1 (stereo unspecified)	-10&-4
80	COc1ccccc1NC(=O)CCS(=O)(=O)c1ccc2c(c1)CCN2C(C)=O	5
81	O=C(C1CC1)N1CCc2cc(S(=O)(=O)NCCC3=CCCCC3)ccc21	4&-1
82	O=C(c1ccco1)N1CCC(N2CCN(c3ccccc3)CC2)CC1	0
83	CC1CCN(C(=O)CN(Cc2ccc(Br)cc2)S(=O)(=O)c2ccccc2)CC1	1
84	CC1CCCCN1CCNC(=O)c1cc2c(=O)n(C)c3ccccc3c2n1C (stereo unspecified)	-2
85	O=c1c2ccccc2nc2c3ccccc3c3nncn3n12	-4
86	CC1Cc2cc(C(=O)O)ccc2O1 (stereo unspecified)	4
87	Cc1ccc(OCc2nc(-c3cccc([N+](=O)[O-])c3)no2)c(Br)c1	-5
88	Cc1ccc2ccc(C(Nc3ccccn3)c3ccc(OCc4ccccc4)cc3)c(O)c2n1 (stereo unspecified)	17
89	C#CCOC(=O)c1ccccc1C(=O)n1nnc2ccccc21	-12
90	CC(C)OC(=O)CN1C(=O)C(C)(C)Oc2ccc(C(=O)NC(C)(C)C)cc21	4
91	O=C(Nc1ccccc1)OCc1ccccn1	0
92	COc1ccc(-n2[nH]c(C)cc2=O)cc1	-4
93	CCOC(=O)c1c(NC(=O)c2ccc(Br)o2)sc2c1CCC(CC)C2 (stereo unspecified)	-5
94	CCOC(=O)c1cc(-c2ccc3c(c2)OCCO3)nc2c1c(C)nn2CCC#N	0
95	O=C(NCc1ccco1)c1ccc2c(=O)[nH]c3c(C(=O)NC4CCCC4)sc(=S)n3c2c1	-18
96	Cc1ccc2c(c1)NC(=O)C(CC(=O)NCCCN1CCN(C3CCCCC3)CC1)O2 (stereo unspecified)	-4
97	Cc1cccc(C)c1OCC(=O)NCc1ccccc1	4
98	COc1ccc(C2C(C(=O)OC3CCCCC3)=C(C)NC3=C2C(=O)CCC3)cc1Br (stereo unspecified)	-1
99	CC(Sc1nc(-c2ccccc2)cc(C(F)(F)F)n1)C(=O)NCCN1CCOCC1 (stereo unspecified)	-4
100	CC(=O)NC(=O)c1ccc(-c2ccc(Cl)cc2)o1	-16

Next section:
nr	mol	14-3-3g Raf
101	COCCCNC(=O)c1cnn2c(C)c(Cc3c(C)cc(C)cc3C)c(C)nc12	-10
102	O=C(c1ccco1)N1CCN(c2ccc(N3C(=O)CCCC3=O)cc2[N+](=O)[O-])CC1	4
103	CCN(c1cccc(C)c1)S(=O)(=O)c1ccc2[nH]cc(C(=O)NCCC3=CCCCC3)c(=O)c2c1	-7
104	CCOc1ccc(-c2cc(CCCC(=O)Nc3cccc(OC)c3)no2)cc1	-6
105	COc1ccc(CCNC(=O)Cn2c(-c3nonc3N)nc3ccccc32)cc1OC	-10
106	Cc1cccc(N2CCN(C(=O)c3cc4ccccc4oc3=O)CC2)c1C	-3
107	Cc1ccc(C2CC(C(F)(F)F)n3nc(C(=O)N4CCN(Cc5ccccc5)CC4)c(Cl)c3N2)cc1 (stereo unspecified)	-3
108	COc1cccc(-n2nc3ccc(NC(=O)c4ccc(C(C)(C)C)cc4)cc3n2)c1	-66
109	CCC(C)(C)C1CCc2sc3ncnc(N4CCOCC4)c3c2C1 (stereo unspecified)	3
110	Cc1ccc(C(=O)COC(=O)c2cc(Cl)ccc2O)cc1C	-5
111	Cc1ccc(OCCNc2ccc(C(F)(F)F)cc2[N+](=O)[O-])cc1C	3
112	COc1cc(C2=NOC(C(=O)N3CCOCC3)C2)cc(OC)c1OC (stereo unspecified)	4
113	C=CCn1c(SCC(=O)c2ccc(Cl)cc2)nc2cc(C(=O)N3CCC(C(N)=O)CC3)ccc2c1=O	-5
114	COC(=O)CNc1c(-c2ccc(O)c(OC)c2)nc2cnccn12	-8
115	CCc1cccc(N2C(=O)N(C(=O)c3cccs3)C3CC2(C)Oc2ccccc23)c1 (stereo unspecified)	-1
116	O=C(c1ccc(F)cc1)C1CCN(C(=O)c2ccncc2)CC1	1
117	Cc1ccc(-c2csc3nc(=O)c(C)nn23)cc1	-2
118	O=S(=O)(c1ccc(-c2csc(Nc3ccc(I)cc3)n2)cc1)N1CCOCC1	-3
119	Nc1c(C(=O)NCc2ccccc2)nnn1Cc1ccc(F)cc1	-4
120	COc1cc(C(=O)Nc2ccc3nc(N4CCCCC4)cc(C)c3c2)cc(OC)c1OC	1
121	Oc1ccccc1C=Nc1ccc2oc(-c3cccc(F)c3)nc2c1	-25
122	O=C(Nc1ccccn1)C1CCN(S(=O)(=O)c2cccc3nonc23)CC1	-2
123	CCn1c(N=Cc2ccccc2Cl)nc2ccccc21	-9
124	Cc1cc(C)nc(NC2=NC3CCCCC3N2)n1 (stereo unspecified)	-4
125	CCN(C1CCCCC1)S(=O)(=O)c1ccc(OC)c(C)c1	4
126	Cc1cc(C(=O)OCC(=O)NCc2ccco2)c(C)n1-c1ccccc1	-12
127	COc1ccccc1NC(=O)C1CCN(S(=O)(=O)c2ccc(C)cc2)CC1	-6
128	CC(=O)N1CCCc2cc(S(=O)(=O)NC3CCCC3)ccc21	-4

Assay outcomes deposited in PubChem BioAssay by Emory University Molecular Libraries Screening Center.
